Assay outcomes from PubChem.
PolyA inhibitor: polyadenylation inhibitors in yeast reporter cells, primary screen, luminescence, S. cerevisiae; actives 0.02% (n = 300,000); S. cerevisiae SKY197-pL101 polyadenylation reporter, beta-gal luminescence; efflux-impaired pdr1/pdr3 knockout yeast; score 100 = 6 SD above DMSO; calls only at 12 µM; AID 1875, 2009;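 active means lowest replicate activity score at least 50, where 100 means six control SD above control mean; inconclusive means lowest score under 50 but half or more replicates reach 50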;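 further: yeast exposed to compound for 9 h at 30 °C; higher score means more reporter readthrough which indicates perturbed polyadenylation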
GSK3beta inhib: human GSK3beta kinase inhibitors, primary screen, biochemical, cell-free homogeneous, HTS | Glycogen synthase kinase-3 beta (Homo sapiens), P49841 | GST-GSK3beta kinase, ADP-Glo luminescence, 60 min; active compounds read low | activity score (negative = inhibition), % at 10 µM | actives 0.038% (n = 300,000) | AID 2097, 2009;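 active means more than half of replicate wells score below -50%, meaning over 50% inhibition versus plate controls; inconclusive means some replicates but at most half score below -50%; inactive means no replicate scores below -50%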;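 further: 0% = median DMSO wells and -100% = median GW8510 positive control wells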
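Test system: GST-fused GSK3beta enzyme, cell-free | Quantity: 1.6 ng GST-GSK3beta enzyme per well | Reagent: 25 µM ATP with peptide substrate | Schedule: 60 min enzyme reaction, room temperature | Signal: Luminescent ADP-Glo measurement of ADP formed | Read-out basis: Score relative to plate controls | Control set: DMSO and 20 µM GW8510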
KCNK3 inh: human KCNK3 channel inhibitors, primary screen, CHO cells, FluxOR thallium flux, B-score; B-score at 10 µM; actives 0.84% (n = 340,000); Potassium channel subfamily K member 3 (Homo sapiens), O14649; AID 602410, 2012; FluxOR fluorescence; active compounds read low;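 active means B-score under library mean minus 4 SD, starting fluorescence ratio at most library mean plus 5 SD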;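 further: more negative B-score means stronger inhibition of thallium flux through KCNK3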
KCNK9 inh: KCNK9 potassium channel inhibitors, primary screen, HEK293 cells, thallium flux | Potassium channel subfamily K member 9 (Homo sapiens), Q9NPC2 | FluxOR thallium flux fluorescence; active compounds read low | B-score at 10 µM | actives 1.2% (n = 310,000) | AID 488922, 2010;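 active means ratio B-score over 3 SD below the library mean, with starting fluorescence within 5 SD of its mean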;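 further: negative B-score means less thallium flux so channel inhibition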
Target sequence (Q9NPC2 whole entry, looked up): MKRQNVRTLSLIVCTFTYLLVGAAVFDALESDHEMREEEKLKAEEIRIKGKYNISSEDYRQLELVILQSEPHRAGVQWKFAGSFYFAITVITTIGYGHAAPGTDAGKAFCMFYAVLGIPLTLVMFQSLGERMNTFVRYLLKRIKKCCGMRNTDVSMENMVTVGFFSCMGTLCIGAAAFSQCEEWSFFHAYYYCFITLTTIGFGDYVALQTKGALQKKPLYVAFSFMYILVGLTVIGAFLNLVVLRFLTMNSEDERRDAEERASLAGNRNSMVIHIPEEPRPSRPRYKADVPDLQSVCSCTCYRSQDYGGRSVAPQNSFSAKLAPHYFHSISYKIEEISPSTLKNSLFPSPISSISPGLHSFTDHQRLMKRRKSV
KCNQ1 pot: potentiators or activators of KCNQ1 channel, primary screen, cell-based, thallium flux, high-throughput. CHO-K1 KCNQ1, thallium flux FluxOR fluorescence; active compounds read high. Potassium voltage-gated channel subfamily KQT member 1 (Homo sapiens), P51787. B-score at 10 µM. AID 2648, 2010. actives 0.35% (n = 310,000);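 active means fluorescence ratio B-score, a plate-corrected score, at least three library SD, with initial intensity B-score within 5 SD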
Target sequence (P51787 whole entry, looked up): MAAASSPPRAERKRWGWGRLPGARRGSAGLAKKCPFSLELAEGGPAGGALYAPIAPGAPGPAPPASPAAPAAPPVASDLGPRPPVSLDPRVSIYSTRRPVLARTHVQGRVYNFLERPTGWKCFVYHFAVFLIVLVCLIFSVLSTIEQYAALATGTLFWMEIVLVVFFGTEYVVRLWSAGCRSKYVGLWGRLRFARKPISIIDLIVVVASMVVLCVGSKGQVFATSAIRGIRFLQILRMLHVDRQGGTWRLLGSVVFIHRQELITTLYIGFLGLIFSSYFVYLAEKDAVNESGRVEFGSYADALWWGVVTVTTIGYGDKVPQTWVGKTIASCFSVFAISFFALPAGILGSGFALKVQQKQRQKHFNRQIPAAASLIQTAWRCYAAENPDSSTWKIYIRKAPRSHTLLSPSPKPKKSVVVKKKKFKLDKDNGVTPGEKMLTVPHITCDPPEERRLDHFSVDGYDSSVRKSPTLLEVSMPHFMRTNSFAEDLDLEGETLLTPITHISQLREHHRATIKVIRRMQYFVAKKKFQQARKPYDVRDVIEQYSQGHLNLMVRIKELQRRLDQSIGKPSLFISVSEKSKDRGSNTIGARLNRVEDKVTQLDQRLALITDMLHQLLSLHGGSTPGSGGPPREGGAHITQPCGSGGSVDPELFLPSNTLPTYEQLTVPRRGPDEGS
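Schedule – 37 °C overnight plating, 90-min dark dye load, 20-min compound pretreatment · System – stable KCNQ1 CHO-K1 line · Probe or stimulus – thallium- and potassium-containing depolarizing buffer · Measured by – kinetic FluxOR fluorescence, 10 s baseline plus 110 s post-stimulus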
Dyrk1A ADPGlo: rat Dyrk1A kinase inhibitors, primary screen, biochemical, single point, plate reader. ADP-Glo luminescence, NFATc1 peptide. actives 0.43% (n = 310,000). inhibition, % at 12.5 µM; in the data active means inhibition above about 50%;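 further: plate controls were vehicle with enzyme for no effect and no enzyme for full effect; many of its hits are not listed in these tables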
HDAC3 inhib: HDAC3 deacetylase inhibitors, primary screen, biochemical, fluorescence, cell-free homogeneous; Histone deacetylase 3 (Homo sapiens), O15379; recombinant HDAC3, fluorogenic peptide/trypsin coupled; inhibition, % at 8.3 µM; actives 0.15% (n = 320,000); AID 2718, 2010; in the data active means inhibition above about 26%, passing the limit was not always enough; inconclusive means no clear call, values can overlap the other calls
hERG rescue: hERG rescue from dofetilide block, primary screen, cell-based, CHO-hERG, FluxOR thallium flux, dofetilide IC70; Voltage-gated inwardly rectifying potassium channel KCNH2 (Homo sapiens), Q12809; dofetilide IC70 present; activation (rescue from dofetilide block), less the hit threshold, % at 10 µM; actives 0.51% (n = 310,000); AID 1511, 2009;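 active means activation above the mean of controls blocked by dofetilide plus 5 SD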;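 further: thallium influx through hERG after potassium depolarization seen as dye fluorescence rise; in these data hits start at about 4.7%; inactives centre near -7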
RGS4 pot: RGS4 potentiators or activators, primary screen, cell-based, HEK293 M3R inducible RGS4, calcium flux | B-score at 10 µM | carbachol calcium flux Fluo4; active compounds read low | actives 0.92% (n = 310,000);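 active means B-score of the integrated calcium signal more than 4 SD below the library mean, with starting fluorescence not abnormally high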;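 further: negative B-score means reduced calcium response which marks RGS4 activation or potentiation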
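Detection: kinetic calcium fluorescence imaging with Fluo4-AM dye, 2 µM / Material: HEK293 cells with stable M3R and inducible RGS4 / Schedule: recording 10 s baseline at 1 Hz, 100 s post-agonist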
KCNQ1 block: inhibitors of human KCNQ1 channel, primary screen, cell-based, thallium flux, high-throughput; Potassium voltage-gated channel subfamily KQT member 1 (Homo sapiens), P51787; B-score at 10 µM; AID 2642, 2010; actives 1.3% (n = 310,000); CHO-K1 KCNQ1, FluxOR thallium flux fluorescence; active compounds read high;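 active means compounds whose thallium flux B-score, printed positive for inhibition, exceeds three library SD while starting fluorescence stays within three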;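 further: channel opened by potassium depolarization with thallium stimulus after 20 min compound exposure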
GSK3A inh: blockers of GSK3A enzyme activity – biochemical, luminescence, cell-free homogeneous, HTS, primary screen; Glycogen synthase kinase-3 alpha (Homo sapiens), P49840; GSK-3 alpha kinase, ADP-Glo luminescence, 60 min; inhibition, % at 10 µM; actives 0.1% (n = 320,000);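 in the data active means inhibition above about 50%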;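 further: GST-tagged GSK-3 alpha with peptide substrate and 25 µM ATP; 0% = DMSO neutral wells and 100% = GW8510 positive control wells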
* hit, by the source's call; i = inactive; ? = inconclusive; · = no result given. This is a subset; the hit share may differ from the screen's.

No.	Molecule	PolyA inhibitor	GSK3beta inhib	KCNK3 inh	KCNK9 inh	KCNQ1 pot	Dyrk1A ADPGlo	HDAC3 inhib	hERG rescue	RGS4 pot	KCNQ1 block	GSK3A inh
1	CCOc1ccc(NC(=O)c2ccc(Br)o2)c([N+](=O)[O-])c1	i	1	i	i	i	-2	1	-4	i	i	-1
2	c1ccc2c(c1)OCC(c1nnc3sc(-c4ccc5c(c4)OCO5)nn13)O2 (stereo unspecified)	·	-1	i	i	i	8	8	-9	i	i	-1
3	Cc1cc(C)c(NC(=O)CN2C(=O)NC(Cc3ccccc3)C2=O)c(C)c1 (stereo unspecified)	i	-2	i	i	i	-3	-4	-3	i	i	-2
4	Cc1cccc([C@@H]2[C@@H]3C(=O)N(Cc4ccccc4)C(=O)[C@@H]3[C@]3(CC(C)C)C(=O)N(c4cccc(Br)c4)C(=O)N23)c1	i	-2	i	i	i	9	1	-2	i	i	-2
5	Cc1cccc(C)c1NC(=S)Nc1ccc(Cl)c(Cl)c1	i	-4	-12*	-9.1*	i	0	9	-14	i	8*	-7
6	CC1CCCN(C(=O)CCc2ccccc2)C1 (stereo unspecified)	i	2	i	i	i	·	-1	-10	i	i	-1
7	Clc1ccc(-c2nc(-c3cnccn3)no2)cc1	i	2	i	i	i	19	-2	-1	i	i	2
8	Cc1ccc(S(=O)(=O)N2CCSC2)cc1C	i	-4	i	i	i	0	5	-1	i	i	-1
9	COc1ccccc1-n1c(CNC(=O)c2cccc([N+](=O)[O-])c2C)n[nH]c1=S	i	2	i	i	i	-2	7	-9	i	i	-4
10	O=C(CCN1C(=O)C2CCCCC2C1=O)Nc1ccc(OC(F)F)cc1 (stereo unspecified)	i	-2	i	i	i	-6	?	-13	i	i	-2

(continued)
No.	Molecule	PolyA inhibitor	GSK3beta inhib	KCNK3 inh	KCNK9 inh	KCNQ1 pot	Dyrk1A ADPGlo	HDAC3 inhib	hERG rescue	RGS4 pot	KCNQ1 block	GSK3A inh
11	CCCCc1cc(=O)oc2cc(OCC(=O)N3CCC(C(N)=O)CC3)ccc12	i	2	i	i	i	-5	-15	-6	i	i	-3
12	Cc1c(C)c2ccc(OCC(=O)NC3CCN(Cc4ccccc4)CC3)c(C)c2oc1=O	i	-2	i	i	i	-2	-12	-14	i	i	0
13	CCOc1ccccc1NC(=O)COC(=O)/C=C/c1ccc(OC)c(OC)c1	i	-4	i	i	i	5	?	-3	i	i	-1
14	CC(=O)CSc1nc(-c2ccccc2)c(-c2ccccc2)o1	i	11	i	i	i	-3	-2	-16	i	i	0
15	Cc1cccc(-n2c(C)cc(/C=N\NC(=O)c3cccs3)c2C)c1	i	0	i	i	i	-1	-5	-12	i	i	-1
16	Brc1ccc2oc(-c3ccn[nH]3)cc2c1	i	3	i	i	i	·	6	-1	i	i	-1
17	CC(C)(C)C(=O)NC(=S)Nc1ccccc1F	i	-3	i	i	i	-4	8	-11	i	i	1
18	Cc1cccc(NC(=S)N(CCc2ccncc2)C(C)C)c1C	i	1	i	i	i	-2	2	-10	i	i	2
19	COc1cc(C2CC(=O)c3cnc(N)nc3C2)cc(OC)c1OC (stereo unspecified)	i	2	i	i	i	1	10	-11	i	i	-1
20	COc1ccc(CCN(C)C(=O)COc2ccc(N(C)S(=O)(=O)c3ccc(C)cc3)cc2)cc1OC	i	2	i	i	i	13	5	-13	i	i	-3

Continued.
No.	Molecule	PolyA inhibitor	GSK3beta inhib	KCNK3 inh	KCNK9 inh	KCNQ1 pot	Dyrk1A ADPGlo	HDAC3 inhib	hERG rescue	RGS4 pot	KCNQ1 block	GSK3A inh
21	N#CC(c1ccccc1)C1CCN(Cc2ccccc2)CC1 (stereo unspecified)	i	-7	i	i	i	8	1	-8	i	i	-3
22	COCCNC(=S)N/N=C(\C)c1cccc(C(F)(F)F)c1	i	1	i	i	i	-1	-3	-6	i	i	0
23	Cc1ccc(S(=O)(=O)N2Cc3ccccc3CC2C(=O)Nc2cc(C)on2)cc1 (stereo unspecified)	i	2	i	i	i	-1	-1	-2	i	i	1
24	CCC(C)C1Nc2ccc(C(=O)NCCc3ccc(OC)c(OC)c3)cc2NC1=O (stereo unspecified)	i	2	i	i	i	3	8	-11	i	i	3
25	CCO[C@H]1OC(C(=O)NCc2nc3ccccc3[nH]2)=C[C@@H](c2ccc3c(c2)OCO3)[C@@H]1CCCO	i	-1	i	i	i	9	?	-11	i	i	2
26	CCn1c(=O)c(=O)[nH]c2cc(C(=O)NC3CCCC3)ccc21	i	1	i	i	i	3	-1	-7	i	i	-1
27	O=C(CSc1cc(Cl)ccc1Cl)NCCCn1ccnc1	i	-1	i	i	i	-4	0	-5	i	i	1
28	CCOC(=O)Cc1cc(=O)n2[nH]c(C(C)(C)C)cc2n1	i	-1	i	i	i	21	·	-12	i	i	0
29	CCC(C)N1CC(C(=O)NC2CCCCC2)CC1=O (stereo unspecified)	i	2	i	i	i	-3	-5	-1	i	i	-1
30	COc1ccccc1-c1nnc(-c2ccc(F)cc2)o1	i	-2	i	i	i	·	-10	-12	i	i	0

(listing goes on)
No.	Molecule	PolyA inhibitor	GSK3beta inhib	KCNK3 inh	KCNK9 inh	KCNQ1 pot	Dyrk1A ADPGlo	HDAC3 inhib	hERG rescue	RGS4 pot	KCNQ1 block	GSK3A inh
31	Cc1ccc(CC(=O)Nc2cccc(C)n2)cc1	i	-1	i	i	i	-5	-5	-5	i	i	1
32	COc1cc(OC)cc(C(=O)NCCCNC(=O)c2cccnc2)c1	i	3	i	i	i	-2	1	-4	i	i	-3
33	CCOC(=O)c1c(C)oc2c1c1c(c3ccccc32)OCN(Cc2ccccn2)C1	i	-3	i	i	i	-11	1	-7	i	i	-5
34	O=C(Nn1cnnc1)c1ccc(Cl)c(Cl)c1	i	1	i	i	i	-3	7	-8	i	i	-3
35	Cc1ccc(NC(=O)CN(C)CC(=O)Nc2c(C)cccc2C)c(Br)c1	i	2	i	i	i	0	5	-4	i	i	-1
36	CCOC(=O)C1CCN(C(c2cccc(OC)c2)c2sc3nc(C)nn3c2O)CC1 (stereo unspecified)	i	3	i	i	i	-2	8	-13	i	i	-3
37	CSc1ccc(/C=C(/NC(=O)c2ccco2)C(=O)N2CCCCC2)cc1	i	2	i	i	i	-2	12	-11	i	i	-4
38	CCCCNC(=S)NNC(=O)c1csc(C)c1C	i	0	i	i	i	-5	-5	0	i	i	0
39	CCOc1ccccc1N1Cc2cc(C)c(C)cc2C1	i	-2	i	i	i	-3	-5	-6	i	i	-2
40	Cc1nn2cc(-c3cccc(Cl)c3)cnc2c1Br	i	0	i	i	i	·	-2	-2	i	i	-2

Next section:
No.	Molecule	PolyA inhibitor	GSK3beta inhib	KCNK3 inh	KCNK9 inh	KCNQ1 pot	Dyrk1A ADPGlo	HDAC3 inhib	hERG rescue	RGS4 pot	KCNQ1 block	GSK3A inh
41	COc1nsnc1N1CCOCC1	i	1	i	i	i	·	0	4	i	i	-2
42	COc1cccc(C(=O)N2CCC(n3nccc3NC(=O)C3CCOC3)CC2)c1 (stereo unspecified)	i	-1	i	i	i	2	2	-7	i	i	0
43	C/C(=C\C(=O)c1sccc1Cl)N(C)C	i	·	i	i	i	-1	6	-7	i	i	-4
44	O=C(CCC(=O)c1cccs1)Nc1ncccc1O	i	1	i	i	i	3	-9	-13	i	i	5
45	NC(=O)c1cc([N+](=O)[O-])ccc1NCCN1C(=O)c2ccc(C(=O)O)cc2C1=O	i	-1	i	i	i	15	5	-3	i	i	16
46	Clc1ccc(-c2c(C3=NCCCN3)nnn2-c2ccc(Cl)cc2)cc1	i	1	i	i	i	4	-2	-4	i	i	0
47	COc1ccc(C(=O)CC(=O)C(=O)Nc2ccc([N+](=O)[O-])cc2C)cc1	i	3	i	i	i	9	5	-8	i	i	-1
48	Cc1cc(=O)oc(C)c1C(=O)N1CCN(C(c2ccccc2)c2ccccc2)CC1	i	-2	i	i	i	4	-4	-7	i	i	9
49	COc1ccc(/C=N/n2c(SC)nnc(C(C)(C)C)c2=O)c(OC)c1	i	1	i	i	i	1	-6	-10	i	i	-2
50	COC(=O)C(C)NC(=O)CNS(=O)(=O)c1ccc(F)cc1 (stereo unspecified)	i	2	i	i	i	5	3	-7	i	i	-2

Next part.
No.	Molecule	PolyA inhibitor	GSK3beta inhib	KCNK3 inh	KCNK9 inh	KCNQ1 pot	Dyrk1A ADPGlo	HDAC3 inhib	hERG rescue	RGS4 pot	KCNQ1 block	GSK3A inh
51	O=C(C1CC(=O)N(C2CCCCC2)C1)N1CCc2ccccc21 (stereo unspecified)	i	0	i	i	i	12	-4	-6	i	i	·
52	CCOC(=O)c1sc(=S)n(C)c1N	i	1	i	i	i	5	1	-7	i	i	8
53	COc1ccc(C(=O)O)cc1Nc1cc(C)nc2ncnn12	i	1	i	i	i	4	2	-14	i	i	-1
54	CCCNC(=O)NC(=O)COc1ccc2oc3ccccc3c2c1	i	1	i	i	i	19	?	-10	i	i	2
55	COc1ccccc1N1CCN(Cc2nc(N)nc(Nc3ccc(C)cc3)n2)CC1	i	7	i	i	i	-3	7	-12	i	i	-3
56	CN(CCCC(=O)O)S(=O)(=O)c1ccc2c(c1)C(=O)c1cc(S(=O)(=O)N(C)CCCC(=O)O)ccc1-2	i	3	i	i	i	-5	2	-8	i	i	0
